# Source: PubChem
# IMPase cell inh = membrane-permeable compound that blocks inositol monophosphatase; P97697; CHO-M1 cells, IP1 accumulation, HTRF TR-FRET ratio; inhibition (IP1 accumulation), % at 46.1 µM; 120,000 tested, under 10 active; active = well fitted curve in the direction sought with a large enough effect in the signal ratio, not every such curve was filed as active; inconclusive = small, poorly fitted or top-dose-only effect, or a change in a side signal; inactive = no such curve, though single readings can be large or run the other way; the % refers to the signal ratio;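 note: cells stimulated with carbachol in lithium chloride buffer; plate controls were DMSO basal wells for no effect and reference inhibitor wells for full effect; higher means more IMPase inhibition seen as more IP1 and lower FRET ratio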
# Target sequence (P97697 whole entry, looked up): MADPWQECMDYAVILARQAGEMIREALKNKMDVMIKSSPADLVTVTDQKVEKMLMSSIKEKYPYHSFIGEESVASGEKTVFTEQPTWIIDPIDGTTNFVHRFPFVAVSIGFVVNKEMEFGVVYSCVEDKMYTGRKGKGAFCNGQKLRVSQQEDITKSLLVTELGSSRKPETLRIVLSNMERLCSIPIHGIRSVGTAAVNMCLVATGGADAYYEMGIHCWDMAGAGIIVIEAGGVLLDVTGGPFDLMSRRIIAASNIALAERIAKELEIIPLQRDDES
#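 CHO-M1 cells (CHO stably expressing M1 receptor), compound up to 46 uM final, stimulated with carbachol (50 uM as added) in buffer with 50mM LiCl, pH 7.4, 30 min at 37C. Cytosolic IP1 read by TR-FRET; AC50 from Hill fits.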
# 12-hLO inh = blocks human 12-lipoxygenase activity. AID 1452. purified 12-hLO, xylenol orange hydroperoxide absorbance. 0.12% of 150,000 active. Potency, µM (titrated, usually from 57.1 µM), for the others: at the highest dose activity change, negative = inhibition, usual class: inhibitors. P18054; note: potency is the fitted concentration of half-maximal effect; nearly all actives have a fitted effect of over 55% in size; many of its hits are not listed in these tables
#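 Purified human 12hLO (150 nM final) was preincubated with compounds for 15 min at room temperature in 25 mM Hepes pH 7.0, 0.01% Triton X-100, then reacted with 40 uM arachidonic acid for 30 min. Hydroperoxide was detected with ferrous iron/xylenol orange.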
# ALOX15B inhib = blocks human 15-lipoxygenase 2 activity | O15296 | purified 15hLO-2, xylenol orange hydroperoxide absorbance | Potency, µM (top dose mostly 57.1 µM), for the others: top-dose activity change, negative = inhibition, hits mostly inhibitors | 0.56% of 110,000 active | AID 881; note: potency is the fitted concentration of half-maximal effect; nearly all actives have a fitted effect of over 60% in size; many of its hits are not listed in these tables
# Target sequence (O15296 whole entry, looked up): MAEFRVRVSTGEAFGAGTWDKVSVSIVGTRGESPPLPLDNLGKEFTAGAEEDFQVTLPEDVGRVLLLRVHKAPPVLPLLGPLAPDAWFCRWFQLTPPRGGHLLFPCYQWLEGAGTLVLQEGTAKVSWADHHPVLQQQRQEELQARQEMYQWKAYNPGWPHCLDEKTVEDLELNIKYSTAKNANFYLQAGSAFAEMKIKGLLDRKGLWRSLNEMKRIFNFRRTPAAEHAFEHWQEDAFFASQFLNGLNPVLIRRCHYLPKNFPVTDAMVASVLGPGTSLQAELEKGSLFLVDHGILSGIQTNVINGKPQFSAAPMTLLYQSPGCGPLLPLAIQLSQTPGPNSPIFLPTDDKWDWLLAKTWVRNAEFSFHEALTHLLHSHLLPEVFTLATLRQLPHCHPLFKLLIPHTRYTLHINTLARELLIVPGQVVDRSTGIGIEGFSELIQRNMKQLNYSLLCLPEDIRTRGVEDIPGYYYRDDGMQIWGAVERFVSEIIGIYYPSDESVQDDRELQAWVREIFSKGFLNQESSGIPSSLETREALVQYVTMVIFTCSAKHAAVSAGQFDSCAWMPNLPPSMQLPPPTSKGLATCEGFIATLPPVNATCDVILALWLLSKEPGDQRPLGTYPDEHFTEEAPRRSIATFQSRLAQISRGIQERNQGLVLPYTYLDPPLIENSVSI
#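 Purified human 15hLO-2 (50 nM) preincubated 15 min with compound, then 45 uM arachidonic acid for 90 min at RT in 25 mM Hepes pH 7.5, 0.01% Triton X-100. Hydroperoxide detected by Fe-xylenol orange; 573/405 nm absorbance ratio.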
# PNC inhibitor = perinucleolar compartment assembly inhibition; PC3M PTB-GFP, PNC prevalence imaging, 16 h; active compounds read low; activity change (PNC), negative = inhibition, % at 10 µM; 3.1% of 140,000 active;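 active = readout at or below -70, meaning at least 70% loss of cells showing the perinucleolar compartment, a nuclear body marking cancer cells; inconclusive = readout between -30 and a set limit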;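 note: plate controls were DMSO wells for no effect and camptothecin positive control wells for full effect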
#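 Compounds are pinned in duplicate onto adhered PC3M cells stably expressing GFP-tagged PTB and incubated 16 h at 37 C. Cells are then fixed, nuclei stained with Hoechst, and PNC-positive cells counted.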
# Starred values were filed as active, the others as inactive; ? = inconclusive; / = no result given; & = joins results of further samples; [ ] = another dose, or the depositor's remark. Unless noted, calls come from the whole dose curve; as a rule, active = well fitted curve in the direction sought with a large enough effect; inconclusive = small, poorly fitted or top-dose-only effect, or another doubt; inactive = no such curve, though single readings can be large; an effect the other way counts as inactive or inconclusive. Unless noted, % is set by controls: 0 for no effect and ±100 for the full control effect.
SMILES,IMPase cell inh,12-hLO inh,ALOX15B inhib,PNC inhibitor
[O-][N+](CCO)(CCO)c1ncnc2nc[nH]c12,/,-1%[11.4 µM],-8%[11.4 µM],/
CCO/C(C)=N/n1c2nc3ccccc3nc2c2c(=O)n(C3CCCC3)c(C)nc21,5,1%,2%,-8
CC(=O)/C=C/n1c(=S)oc2ccccc21,/,3%,/,?
CC1CN(C(=O)C(C)N2C(=O)c3ccccc3C2=O)CC(C)O1 (stereo unspecified),-5,5%,-1%,11
Clc1cncc(Cl)c1N/N=C/c1ccncc1,/,-4%,/,-27
CN(C)/C=C/C(=O)/C=C/c1cn(-c2ncc(C(F)(F)F)cc2Cl)c2ccccc12,-12[1.84 µM],-7%,-5%[11.4 µM],?
COc1cccc(S(=O)(=O)NCc2ccc(C(=O)Nc3ccc(Cl)c(Cl)c3)cc2)c1,3,-10%,5%,-24
CNc1nc(N/N=C/c2ccc([N+](=O)[O-])cc2)nc(Nc2ccccc2)n1,/,-3%,/,-13
COC1=CC(=O)C=C(OC)C1=O,/,-4%,-18%,/
c1cnn(-c2cc(N3CCOCC3)ncn2)c1,-9,2%,1%,7
CCCn1c(C)nc2c(N3CCC(N4CCN(C)CC4)CC3)nc(C)nc21,/,2%,2%,/
CCCC12CN3CC(C)(CN(C1)C3c1ccc3c(c1)OCO3)C2=O (stereo unspecified),16,-10%,6%,1
COC(=O)C1=C(C)NC(C)=C(C(=O)OC)C1C(=O)OC1CCCCC1=O (stereo unspecified),11,4%,2%,-18
COC1=C(Nc2ccccc2)C(=O)c2ccccc2C1=O,/,-9%,/,?
O=C(NCc1ccccc1)c1n[nH]nc1-c1ccccc1O,-3,-22%,-11%,15
O=c1cc(-c2ccccc2)nc2nc(COc3ccccc3)[nH]n12,9,-2%,4%,-13
O=[N+]([O-])c1ccccc1-c1cc(-c2ccccc2O)n[nH]1,/,-10%,/,-83*
O=C(Nc1nc(-c2ccc(-c3ccccc3)cc2)cs1)c1cnccn1,/,-8%,/,?
Cc1cccc(CC2CC(=O)N(C3CCCCC3)C2=O)c1 (stereo unspecified),-1,-2%,2%[2.29 µM],?
C/C(CC1CC(COCCC(C)C)OC1=O)=N\NC(N)=S (stereo unspecified),-9,2%,-7%,87
Cc1ccc(-n2ncc3c(=O)n(CC(=O)NCC4CCCO4)cnc32)cc1 (stereo unspecified),3,5%,-3%,-10
CCN(CC)C(=O)C1CCCN(Cc2ccc(OC)c(C)c2C)C1 (stereo unspecified),6,-2%,8%[2.29 µM],23
Cc1cc(C)c(S(=O)(=O)c2ccccc2)c(OC(=O)c2c(Cl)cc(Cl)cc2Cl)n1,16,-10%,-2%,12
CCOC(=O)N1CCC(N2C(=O)c3cc(C(=O)NC4CCCCC4)ccc3C2O)CC1 (stereo unspecified),1,6%,-3%,26
CN(Cc1nc(-c2ccncc2)no1)S(=O)(=O)c1ccc(Br)cc1,-11[1.84 µM],0%,8%[11.4 µM],-29
COc1ccc(/C=C/C(=O)OCC(=O)Nc2cccc(C(C)=O)c2)cc1,/,0%,/,23
CCn1c(CSc2nc3ccccc3s2)nnc1SCC(=O)NCC(=O)OC,6,5%,2%,45
CCCCOCCCNC(=O)N[C@@H](CC(C)C)C(=O)O,-3,5%,1%,?
CCOC(=O)CC(=O)CSc1nc(C)cc(C)c1C#N,3,4%,4%,-27
O=C(Nc1ccc2nc(-c3ccc(Br)o3)[nH]c2c1)c1cccs1,-11,-5%,28%,26
COc1cccc(CN2CCCN(S(=O)(=O)c3ccc(Br)cc3)CC2)c1,5,-1%,51%[activator],6
Cc1ccc(S(=O)(=O)Nc2cc(C(F)(F)F)ccc2N2CCOCC2)cc1,/,-2%,/,?
COc1ccc(CNCCC(c2ccccc2)c2ccc3c(c2)OCO3)cc1 (stereo unspecified),10&8,0%,64%[activator],41
Cc1ccc(-n2c(N)c(C(N)=O)sc2=S)cc1,-2,-2%,-10%,-5
O=C1CCC(=O)N1CCCCCc1nc(-c2ccccc2)no1,-3,-4%,12%[2.29 µM],?
O=C(CCC1CCCC1)N1CCN(C(=O)c2cccnc2)CC1,-11,-7%,-2%,13
Nc1ncn([C@H]2O[C@@H](CO)[C@@H](O)[C@@H]2O)c(=O)n1,-7[20.6 µM],-3%[25.6 µM],2%[25.6 µM],/
CN(C)c1ccnc(-c2ccccc2C(F)(F)F)n1,/,-7%,0%,/
COC(=O)CN(c1ccccc1F)S(=O)(=O)c1ccccc1,?,-10%,-1%,?
CCSc1nnc(NC(=O)c2cc(C)nc3ccccc23)s1,-4,-7%,-10%,-17
COc1cccc(OC)c1OCCNC(C)(C)C,3,-4%,-11%,-18
CC(C)(C)OC(=O)N1CCC[C@H]1c1nnc(SC/C=C/c2ccccc2)o1,13,-7%,-9%,1
O=C(CSc1nnc(SCc2ccccc2)s1)N/N=C/C=C/c1ccco1,/,-2%,/,11
CCn1c(SCC(=O)N2CCCc3ccccc32)nc2c1c(=O)n(C)c(=O)n2C,2,-2%,4%,-25
Cc1nccn1C[C@@H]1CCc2c(c3ccccc3n2C)C1=O,4[20.6 µM],3%[25.6 µM],11%[25.6 µM],/
COc1ccccc1C(=O)Nc1nc2nc(-c3ccccc3)cc(=O)n2[nH]1,-3,4%,-7%,-21
CCOc1ccc(C2CC(c3ccccc3C)n3ncnc3N2)cc1 (stereo unspecified),8,-4%,41%[activator],?
CCN(C(=O)COC(=O)c1cc(-c2cccc3ccccc23)nc2ccccc12)C1CCS(=O)(=O)C1 (stereo unspecified),-5,2%,/,132
CCC(=O)Nc1ccc(C(=O)Nc2cccnc2)cc1,6,-1%,-1%,-13
COC(=O)c1cc(=O)cc(C(=O)OC)o1,1,-2%,/,?
CCC(=O)Nc1c(C(=O)Nc2cccc(OC)c2)oc2ccccc12,5,4%,-5%,65
Cc1ccc(Nc2nc3ccccc3s2)c(C)c1,/,-2%,/,-27
COc1cccc(N2CC(C(=O)Nc3nnc(SCc4cccnc4)s3)CC2=O)c1 (stereo unspecified),13,1%,/,24
O=C(Nc1ccc2nc(SCc3ccc(Cl)cc3)sc2c1)c1ccccc1C(=O)N1CCOCC1,11,-6%,-6%,-8
O=C(c1ccco1)N1CCN(/C(=N/S(=O)(=O)c2cccs2)c2ccccc2Cl)CC1,-1[1.84 µM],-2%,13%[11.4 µM],-18
Cc1nc(SCC(=O)N2CCN(c3ccccc3)CC2)c2oc3ccccc3c2n1,3,-11%,12%,-4
Cc1oc(-c2cccc(Cl)c2)nc1CSc1nc2c(c(=O)[nH]1)CCC2,/,-7%,/,-12
COc1nnc(-c2ccc(N3CCOCC3)c(NC(=O)c3ccccc3)c2)c2ccccc12,-4,7%,-12%,29
O=C(OCC#CCSc1nnc(-c2cccc3ccccc23)o1)c1ccco1,-22,3%,2%,47
COc1cccc(C2CC(C(F)(F)F)n3nc(C(=O)NCc4cccnc4)cc3N2)c1 (stereo unspecified),5,-4%,11%,15
# Other results follow:
SMILES,IMPase cell inh,12-hLO inh,ALOX15B inhib,PNC inhibitor
COc1ccccc1NC(=O)Cc1noc(CSc2cccc[n+]2[O-])n1,-3,5%,-7%,-5
COc1ccc(OC)c(NC(=O)C2=C(C)Nc3ncnn3C2c2cccs2)c1 (stereo unspecified),-2,0%,-2%,?
CN(C)c1ccnc2sc(C(N)=O)c(N)c12,-15,6%,-22%,10
CCOC(=O)N/N=C/c1cc(OC)c(O)c(OC)c1,/,-5%,/,-8
CCN(CC)S(=O)(=O)c1cccc(NC(=O)COC(=O)/C=C/c2ccco2)c1,/,-5%,/,52
COCCCn1c(SCC(=O)Nc2ccc(NC(=O)c3ccco3)c(OC)c2)nc2ccccc2c1=O,8,5%,/,23
COc1cc2c(cc1OC)C(c1cc3ccccc3oc1=O)=NC(C)(C)C2,5,-4%,/,317
Cc1cc(C(=O)Cn2cc(C(F)(F)F)ccc2=O)c(C)n1-c1ccccc1,12,2%,/,46
Cc1ccc(S(=O)(=O)NC(=O)Nn2c(C)nnc2C)cc1,3,1%,1%,-80*
Cc1nc2cc(Cl)ccc2n1CCO,12,1%,0%,13
CN(C)C(CNC(=O)Nc1cccc(Cl)c1)c1cccnc1 (stereo unspecified),-7,-3%,6%,?
Fc1ccc2c(c1)C(c1cccnc1)=NNC(c1cccs1)=N2,/,-2%,/,18
COC(=O)c1ccc(C2c3c(n[nH]c3C)C(=O)N2c2ccc(C)cc2)cc1 (stereo unspecified),19,-22%,-11%,13
Cc1c(C(=O)O)sc2nc(C)n(C)c(=O)c12,6,-1%,-12%,34
CCOC(=O)C1(C(F)(F)F)N=C(C(F)(F)F)Nc2cc(C)c(C)cc21 (stereo unspecified),/,1%,/,?
O=C(Nc1ncc(Cc2ccccc2Cl)s1)c1ccc(-c2cccc([N+](=O)[O-])c2)o1,-5,-1%,/,12
C/C(N)=C(/C#N)C(=O)CSc1nnc(NC(C)C)s1,1,-5%,-2%,?
CCc1cc(SC#N)cc(CC)c1NC(=O)CCl,/,-3%,/,-16
COc1cc(NC(=O)COC(=O)Cc2ccc(-c3ccccc3)cc2)cc(OC)c1,/,-3%,/,-102*
CCOC(=O)c1c(C)n(C)c2ccc(OCC(O)CN3CCCCCC3)cc12 (stereo unspecified),17,-3%,19%,-9
CCn1c(SCC(=O)N2CCCC(C)C2)nnc1-c1ccc(S(=O)(=O)N2CCN(C)CC2)cc1 (stereo unspecified),-8,3%,6%,-7
Cc1ccc(-c2noc(CCC(=O)NCC3CCN(Cc4cccc(C)c4)CC3)n2)cc1,12,-4%,23%,?
COC(=O)C1=C(C)Nc2c(c(=O)n(C)c(=O)n2C)C1c1cccnc1 (stereo unspecified),-3,18%,/,?
COc1ccccc1/C=C(/C(=O)OCC(=O)Nc1ccc(N(C)C)cc1)c1ccccc1,/,-2%,/,-21
NCCCC[C@@H]1NC(=O)[C@H](CCC(=O)O)NC(=O)c2cc([N+](=O)[O-])cc(I)c2SC[C@@H](C(=O)NCC(N)=O)NC1=O,/,0%,/,36
CC(/C=N/NC(=O)c1cc(-c2ccc(C)o2)[nH]n1)=C\c1ccccc1,1,-2%,/,8
O=S(=O)(Nc1nc2c(s1)CCCC2)c1ccc(F)cc1,3,3%,-8%,1
CCN(C(=O)c1cc2ccccc2oc1=O)c1ccccc1,2,-6%,-1%,12
Cc1nc2ccccc2c2oc(C(=O)N3CCc4ccccc4C3)cc12,17,-4%,-2%,7
Cc1nn(Cc2cccc(Oc3ccccc3)c2)c(C)c1NC(=O)NC12CC3CC(CC(C3)C1)C2,/,0%,/,-22
C/C(N)=C(/C#N)C(=O)COC(=O)CSc1ccccc1,1,1%,10%,16
O=C(O)CSC1CC(=O)N(c2ccc(Cl)c(Cl)c2)C1=O (stereo unspecified),-3,-6%,-4%[2.29 µM],?
Cc1ccc(C(C(=O)NCC2CCCO2)N(Cc2ccccc2)C(=O)c2ccc(-c3ccccc3)[nH]2)o1 (stereo unspecified),12,1%,/,-5
OCC(CBr)(CBr)CBr,/,-4%,-3%,/
